# PhoP inhibition = PhoP-dependent GFP reporter repression – Salmonella Typhimurium, primary screen (AID 1863) | hit rate 0.16% among 300,000 | inhibition, % at 50 µM; hits with a dose series show IC50 in µM | S. Typhimurium PhoP-regulated promoter GFP reporter, 4 h; higher % means a stronger effect;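 active = inhibition over 29.93%, a cutoff 3 SD above the screen mean, later confirmed by dose response; inconclusive = inhibition over 29.93% but no dose response follow-up; inactive = inhibition at most 29.93% or unconfirmed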;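 also: 0% = low Mg2+ inducing control and 100% = high Mg2+ repressing control; strong numbers were not always called active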
# SIAH1 antagonists = blockers of Siah-1 interaction with plectin peptide – biochemical, fluorescence polarization, rhodamine-plectin, uHTS, primary screen (AID 1817); Siah-1 / rhodamine-plectin peptide fluorescence polarization; higher % means a stronger effect; displacement, % at 20 µM; hits with a dose series show IC50 in µM; hit rate 0.02% among 290,000;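 active = displacement of at least 50% at 20 µM, with a fluorescence ratio check between 0.3 and a set limit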;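 also: plate controls were Siah plus tracer with DMSO for no effect and tracer alone without Siah for full effect; strong numbers were not always called active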
# NTR1 ag = agonists of NTR1, primary screen, imaging, U2OS cells, beta-arrestin-GFP, high content (AID 493036); P30989; NTR1-U2OS beta-arrestin-GFP spot imaging, agonist mode; activation, % at 20 µM; hit rate 0.17% among 330,000;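 active = activation at or above 40% of the spot to cytoplasm intensity ratio, with at least 20 cells analyzed; inconclusive = wells under 20 cells, flagged as cytotoxic or low count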;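 also: 0% = DMSO without peptide and 100% = 100 nM NTR1 peptide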
# Target sequence (P30989 whole entry, looked up): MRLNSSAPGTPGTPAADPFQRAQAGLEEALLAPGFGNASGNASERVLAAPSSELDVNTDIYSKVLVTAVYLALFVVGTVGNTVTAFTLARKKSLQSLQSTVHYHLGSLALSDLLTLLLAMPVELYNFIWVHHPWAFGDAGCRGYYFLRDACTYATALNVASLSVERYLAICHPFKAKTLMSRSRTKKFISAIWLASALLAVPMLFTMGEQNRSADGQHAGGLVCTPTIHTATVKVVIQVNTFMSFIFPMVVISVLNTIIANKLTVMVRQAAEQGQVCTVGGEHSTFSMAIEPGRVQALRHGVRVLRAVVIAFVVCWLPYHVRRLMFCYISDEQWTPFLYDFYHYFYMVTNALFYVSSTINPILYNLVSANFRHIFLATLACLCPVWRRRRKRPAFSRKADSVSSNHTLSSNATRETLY
# GPR55 LPI antagonism = inhibition of LPI-stimulated GPR55 beta-arrestin translocation – imaging, U2OS, beta-arrestin-GFP, LPI agonist, primary screen (AID 2013). one-dose inhibition, % at 10 µM; IC50 in µM for titrated hits. U2OS GPR55 beta-arrestin-GFP translocation imaging, LPI antagonism; higher % means a stronger effect. hit rate 0.13% among 290,000;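 active = spots per cell inhibited over 60%, with over 100 cells counted and total cytoplasm intensity under 500,000; inconclusive = wells with under 100 cells, flagged as likely toxic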;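 also: U2OS cells stably carrying GPR55 and arrestin-GFP stimulated by 5 µM LPI near EC80; imaged beta-arrestin-GFP aggregate spots per cell after agonist stimulation; plate controls were LPI-stimulated DMSO wells for no effect and DMSO wells without LPI for full effect; some results filed as inactive read as strong as hits; confirmed hits need IC50 under 10 µM and bright autofluorescent wells are also inconclusive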
# GPR35 arrestin U2OS = inhibition of zaprinast-stimulated GPR35 beta-arrestin translocation – imaging, U2OS, beta-arrestin-GFP, zaprinast agonist, primary screen (AID 2058). U2OS GPR35 beta-arrestin-GFP translocation imaging, zaprinast antagonism; higher % means a stronger effect. one-dose inhibition, % at 10 µM; IC50 in µM for titrated hits. hit rate 0.052% among 290,000;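 active = inhibition of at least 50% with at least 30 cells and total cytoplasm GFP at most 10,000,000; inconclusive = under 30 cells or total GFP of 10,000,000 plus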
# Rac1 GTP hydrolysis = MgcRacGAP GTPase-activating activity inhibitors, confirmation, biochemical, ADP Hunter fluorescence | MgcRacGAP-stimulated Rac1 GTP hydrolysis, ADP Hunter fluorescence; higher % means a stronger effect; GST-tagged Rac1 F28L mutant substrate | AID 624330 | hit rate 0.6% among 340,000 | inhibition, % at 30 µM; hits with a dose series show IC50 in µM;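 active = first-screen hits whose inhibition reached a set limit at any dose in the follow-up dose series; inconclusive = inhibition above the set first-screen limit but never retested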;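 also: fluorescence reports GDP produced by GAP-driven GTP hydrolysis; strong numbers were not always called active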
# HIV peptide binding = inhibitors of HIV fusion peptide binding, primary screen, biochemical, uHTS, fluorescence dequenching (AID 1986); cell-free peptide binding, fluorescence dequenching, 30 min; higher % means a stronger effect; inhibition, % at 20 µM, or IC50 in µM where a hit was titrated; hit rate 0.3% among 290,000; in the data active = inhibition mostly above about 52%, no sharp cut-off; inactive = mostly below about 76%; also: some results filed as inactive read as strong as hits
# LYP inhibition = inhibitors of LYP phosphatase, biochemical, fluorescence intensity, uHTS (AID 1779). recombinant LYP phosphatase, fluorescence intensity; higher % means a stronger effect. one-dose inhibition, % at 11.5 µM; IC50 in µM for titrated hits. hit rate 0.054% among 290,000; in the data active = inhibition above about 50%;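 also: plate controls were vehicle with enzyme for no effect and no enzyme for full effect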
# Myeloid diff 2 = promotes myeloid progenitor differentiation. ER-HoxA9 myeloid progenitors, lysozyme-GFP differentiation, flow cytometry. calls only at 10 µM. hit rate 1% among 360,000. AID 624256;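 active = normalized GFP-positive differentiation at or above the plate's own cutoff, the solvent-only control mean plus 3 SD; inconclusive = no clear call, values can overlap the other calls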;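 also: cells exposed to compound for four days before flow analysis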
# NTR1 ag cell count 20 µM = also measured in NTR1 ag; calls as there; cell count; measured here: cell count, cytotoxicity flag
# Myeloid diff 2 GFP+ MAC1+ % = second read-out of Myeloid diff 2, no call of its own (marks repeat the call); GFP+ MAC1+ double positive, %; measured here: differentiation confirmed by MAC1 staining
# Numbers without * were called inactive; i = inactive; ? = inconclusive; . = no result given. Hits appear at their usual frequency; any-hit rate near 2.4%.
SMILES,PhoP inhibition,SIAH1 antagonists,NTR1 ag,NTR1 ag cell count 20 µM,GPR55 LPI antagonism,GPR35 arrestin U2OS,Rac1 GTP hydrolysis,HIV peptide binding,LYP inhibition,Myeloid diff 2,Myeloid diff 2 GFP+ MAC1+ %
Cc1cc(C(=O)N/N=C/c2c[nH]c3ccccc23)cs1,-3%,2%,0.6,45,3%,-7%,-1%,0.3%,-9%,i,0.6
COc1ccccc1OCc1nc(-c2ccc([N+](=O)[O-])cc2)no1,-4%,3%,2.0,66,-9%,0%,5%,0.1%,-4%,i,0.5
O=C(Nc1ccccn1)c1cc(-c2cccnc2)nc2ccc(Br)cc12,5%,12%,4.5,59,0%,-8%,-5%,-0.2%,-4%,i,0.3
O=C(Cc1cccs1)Nc1ccc2c(c1)C(=O)OC2,7%,0%,1.0,49,-10%,4%,12%,1.4%,-9%,i,6.3
Cn1nccc1NC(=O)NC(=O)c1c(Cl)cccc1Cl,3%,0%,-0.1,42,-12%,-4%,8%,-0.8%,-5%,i,0.4
CC(C)Oc1ccc(C(=O)NC(=S)N2CCOCC2)cc1,-10%,6%,0.0,52,8%,12%,7%,-1.5%,-8%,i,0.5
CNC(=O)c1c(NC(=O)c2cccc(N3C(=O)CCC3=O)c2)sc2c1CCCC2,-1%,1%,0.0,58,7%,14%,10%,-2.8%,-7%,i,0.6
O=C(COC(=O)c1cccc(-n2cnnn2)c1)c1ccc(Br)cc1,1%,.,2.3,57,.,.,6%,.,.,i,0.5
Clc1ccccc1/C=C/c1ccnc2ccccc12,5%,-1%,2.5,53,5%,11%,7%,-0.1%,-1%,i,0.4
COC(=O)[C@H](Cc1ccccc1)NC(=O)[C@@H]1C[C@H]1[C@@H](NC(=O)OCc1ccccc1)c1ccccc1,2%,-6%,7.4,91,0%,1%,12%,3.5%,0%,i,1.0
Cc1ccc(S(=O)(=O)NC(C)CCc2ccccc2)cc1 (centres undefined),-5%,2%,1.8,72,15%,4%,4%,3.3%,5%,i,0.7
CCCNC(=O)c1ccc(Cl)cc1Cl,-2%,6%,-0.3,84,11%,-2%,5%,0.4%,-3%,i,0.2
COc1cccc(NC(=S)N2CCC(NC(=O)c3ccco3)CC2)c1,-7%,1%,0.4,61,-10%,-4%,3%,-0.8%,-5%,i,0.3
COc1ccc(C(OC(=O)c2cccs2)C(=O)NCC2CCCO2)cc1 (centres undefined),-4%,3%,1.5,57,10%,11%,-3%,-2.0%,-7%,i,9.1
COc1cc(C(=O)NC(=S)Nc2nccs2)cc(OC)c1OC,-12%,0%,1.1,59,2%,-10%,3%,-1.4%,-3%,i,0.3
Cc1sc2nc(CSC(C)C(=O)Nc3ccc(C(N)=O)cc3)[nH]c(=O)c2c1C (centres undefined),3%,.,-0.9,61,.,.,9%,.,.,i,0.3
CN(C)C(=O)N1CCC(C(=O)N2CCCC(C(=O)c3ccc(C(C)(C)C)cc3)C2)CC1 (centres undefined),2%,1%,0.3,99,8%,-2%,4%,-1.4%,-6%,i,0.5
O=c1[nH]c(CN2CCN(S(=O)(=O)c3ccc4ccccc4c3)CC2)nc2ccccc12,2%,-2%,1.7,71,2%,0%,4%,-0.2%,1%,i,0.7
Cc1ccc(-n2nc3c(=O)n(C(C)C(=O)NC4CC4)nc(C)c3c2C)cc1 (centres undefined),0%,-3%,-1.6,39,-21%,-9%,2%,-0.6%,2%,i,5.4
CC1CCN(C(=O)C2CCN(C(=O)c3ccc(C(C)(C)C)cc3)CC2)CC1,-2%,5%,2.7,63,-3%,7%,2%,0.5%,0%,i,0.3
Cc1nc(SCC(=O)c2cc3ccccc3oc2=O)c(C#N)c(-c2cccs2)c1C(=O)Nc1ccccc1,-2%,21%,2.9,49,8%,1%,4%,3.6%,-1%,i,0.4
CCOc1ccccc1/C=N/OCC(=O)NCc1ccc(F)cc1,-1%,4%,3.3,30,2%,1%,3%,-0.8%,-6%,i,0.3
Cc1nc2c(C(=O)N3CCOCC3)cnn2c(C)c1Cc1cccc(Cl)c1,-7%,2%,0.7,58,-1%,-2%,.,0.4%,-8%,.,.
CCCCn1c(-c2ccncc2)nc2c1c(=O)[nH]c(=O)n2CC(C)C,-9%,7%,-0.6,45,20%,19%,-3%,-0.5%,-2%,i,2.2
Cc1ccc(NC(=O)c2ccc(NC(=O)C3CCCCC3C(=O)O)cc2)cc1 (centres undefined),-4%,4%,-0.5,55,7%,14%,-3%,1.1%,-9%,i,1.1
# The listing continues:
SMILES,PhoP inhibition,SIAH1 antagonists,NTR1 ag,NTR1 ag cell count 20 µM,GPR55 LPI antagonism,GPR35 arrestin U2OS,Rac1 GTP hydrolysis,HIV peptide binding,LYP inhibition,Myeloid diff 2,Myeloid diff 2 GFP+ MAC1+ %
COc1cccc(NC(=O)C2CCCN(S(=O)(=O)c3cccc4cccnc34)C2)c1 (centres undefined),-2%,0%,-3.9,63,6%,-5%,8%,0.2%,-5%,i,2.0
COc1ccc(-c2[nH]ncc2CN2CCC(N3CCSCC3)CC2)c(F)c1,6%,-3%,-0.5,40,2%,-5%,7%,-0.6%,-5%,i,0.0
Cc1ccc(-n2c(N)c(C#N)c(-c3ccc(Cl)cc3)c(C#N)c2=O)cc1,3%,0%,2.1,66,8%,-11%,8%,-1.3%,-10%,i,0.9
CCOC(=O)c1cc(S(=O)(=O)Nc2cccc(OC)c2)cn1C,3%,-1%,-0.2,69,8%,13%,-11%,-1.3%,-11%,i,0.6
CC1=C(C(=O)Nc2cccc(C(=O)NC(C)C)c2)SCCO1,-9%,-7%,-0.8,56,-1%,-2%,5%,-0.1%,-6%,.,.
CSc1ccc(/C=C/C(=O)N2CCN(c3ccccn3)CC2)cc1,-1%,-1%,0.7,53,-21%,6%,8%,0.0%,-6%,i,0.9
C=CCOc1ccccc1CN1CCC(C(=O)Nc2cccc(-c3ccn[nH]3)c2)CC1,7%,-1%,0.1,67,0%,10%,12%,0.4%,-4%,i,2.3
c1ccc(-c2ncc3c(ccc4ccccc43)n2)cc1,-3%,3%,-0.9,46,6%,2%,4%,0.8%,5%,i,0.0
CC1=C(C(=O)OC(C)C)C(c2coc3ccccc3c2=O)C2=C(CCCC2=O)N1 (centres undefined),-5%,2%,0.7,45,-22%,-3%,8%,-1.7%,-8%,i,0.7
CC(=O)CCc1ccc(OCC(O)CNC2CCCc3ccccc32)cc1 (centres undefined),7%,8%,2.8,35,4%,6%,21%,1.1%,-3%,i,0.4
Oc1cccc(Nc2nc(NCC3CCCO3)c3ccccc3n2)c1 (centres undefined),140µM*,3%,-0.2,74,34%,11%,17%,-2.8%,-5%,i,1.1
Cc1c(C(=O)N2CCCC2)oc2c1-c1nn(CC(=O)NCCCOC(C)C)cc1CC2,-4%,-6%,0.5,68,-5%,18%,-1%,0.5%,-7%,i,0.7
CN(C)C(=O)CSc1nnc(Cc2ccccc2)n1CC1CCCO1 (centres undefined),-7%,2%,-0.9,47,-13%,6%,5%,-1.3%,-2%,i,0.4
COc1ccc(CN2CCC(=O)N([C@H](CO)Cc3ccccc3)CC2)cc1OC,0%,3%,0.4,50,2%,-1%,7%,0.7%,-11%,i,1.6
Cc1cc2nc(-c3cccc(NC(=O)c4ccc(Br)o4)c3C)oc2cc1C,0%,-6%,3.2,56,-2%,-13%,3%,-2.6%,-5%,i,6.3
C=CCNC(=O)/C(C#N)=C/c1c(C)nn(-c2ccc(Cl)cc2)c1Cl,-6%,8%,2.7,83,14%,-11%,10%,-0.3%,2%,i,0.1
O=C(NNC(=O)C1CCCO1)c1ccc(Br)cc1 (centres undefined),8%,2%,2.4,81,4%,3%,8%,-0.5%,-8%,i,0.2
O=C(COc1ccc(F)cc1Cl)N(Cc1nnc(-c2ccccc2Cl)o1)C1CC1,3%,1%,0.9,69,-5%,10%,2%,-0.4%,-4%,?,.
CCN(C(=O)CN1CCN(C)CC1)c1cccc2ccccc12,-11%,3%,0.3,61,-16%,8%,21%,1.1%,-2%,i,0.4
CCOc1ccc(NC(=O)C2CCCN(S(=O)(=O)c3ccc(-n4cnnn4)cc3)C2)cc1 (centres undefined),-1%,-2%,-0.2,37,13%,4%,3%,3.3%,-5%,i,1.4
CCOC(=O)C1CCN(C(=O)Cn2cnc3sc(C)c(S(=O)(=O)N4CCOCC4)c3c2=O)CC1,10%,-7%,-0.3,50,2%,-4%,-8%,-1.4%,-7%,i,0.5
Cc1cc([N+](=O)[O-])nn1CC(=O)c1ccccc1,-6%,6%,-0.1,60,1%,-7%,8%,-1.3%,-4%,i,0.4
O=C(CSc1nccc(=O)[nH]1)NCc1ccc(Cl)cc1,-7%,4%,0.5,27,-11%,-14%,-3%,-2.6%,-7%,i,0.3
O=C(N/N=C/c1cc(Br)cs1)C(O)c1ccccc1 (centres undefined),-3%,4%,-0.3,58,-2%,8%,-7%,0.9%,-5%,i,0.4
CC(C)OCCCNc1nc(-c2ccccc2)nc2ccccc12,13%,-2%,3.4,62,-7%,1%,13%,-0.2%,-3%,i,0.3
# Additional results follow:
SMILES,PhoP inhibition,SIAH1 antagonists,NTR1 ag,NTR1 ag cell count 20 µM,GPR55 LPI antagonism,GPR35 arrestin U2OS,Rac1 GTP hydrolysis,HIV peptide binding,LYP inhibition,Myeloid diff 2,Myeloid diff 2 GFP+ MAC1+ %
O=C(O)Cn1nnc(-c2cccs2)n1,-5%,5%,-1.0,48,12%,0%,0%,1.2%,-7%,i,0.7
CCOC(=O)c1cc(NCc2cccs2)ccc1N1CCOCC1,4%,12%,3.8,72,-1%,11%,93µM*,-1.2%,-6%,i,0.2
Clc1ccc(-c2nnc(-c3ccccc3)o2)c(Cl)c1,4%,0%,1.4,50,-14%,3%,11%,-0.7%,2%,i,1.1
CC(=O)c1cccc(N(CC(=O)NC2CCCC2)C(=O)c2ccc(C)s2)c1,-2%,5%,0.7,43,-1%,-1%,5%,0.5%,-6%,i,0.7
O=S(=O)(NN1CCOCC1)c1ccc(Br)s1,-8%,-2%,0.2,63,2%,-7%,?,-0.2%,1%,i,2.8
COc1cc2ccccc2cc1C(=O)Nc1ccc(Br)cn1,-2%,-4%,4.9,55,8%,5%,5%,0.0%,-8%,i,0.5
Cc1ccc(CNC(=O)CSc2nc3ccsc3c(=O)n2Cc2ccc(C(=O)O)cc2)cc1,-4%,6%,-0.9,38,7%,-5%,4%,4.4%,-3%,i,0.9
